Jurkat NFkB inh: lowers PMA/ionomycin-induced NF-kB signal in Jurkat cells; PMA/ionomycin-induced NF-kB luciferase reporter, luminescence; inhibition, % at 4 µM; 330,000 tested, 0.53% active; AID 435003; in the data active = inhibition above about 50%
697 NFkB inh: lowers PMA/ionomycin-induced NF-kB signal in 697 B cells; AID 435022; 330,000 tested, 0.33% active; inhibition, % at 4 µM; 697 B-cell NF-kB luciferase reporter, 16 h; in the data active = inhibition above about 35%
APJ antag: APJ receptor antagonism | P35414 | CHO-K1 APJ beta-arrestin complementation, luminescence | inhibition, % at 20 µM | 330,000 tested, 0.32% active | AID 2521;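 active = inhibition above about 40% at 20 µM, limit read from the data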;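 also: cells challenged with 10 nM apelin-13 agonist together with compound; plate controls were apelin-13 plus DMSO wells for no effect and DMSO wells lacking apelin-13 for full effect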
Target sequence (P35414 whole entry, looked up): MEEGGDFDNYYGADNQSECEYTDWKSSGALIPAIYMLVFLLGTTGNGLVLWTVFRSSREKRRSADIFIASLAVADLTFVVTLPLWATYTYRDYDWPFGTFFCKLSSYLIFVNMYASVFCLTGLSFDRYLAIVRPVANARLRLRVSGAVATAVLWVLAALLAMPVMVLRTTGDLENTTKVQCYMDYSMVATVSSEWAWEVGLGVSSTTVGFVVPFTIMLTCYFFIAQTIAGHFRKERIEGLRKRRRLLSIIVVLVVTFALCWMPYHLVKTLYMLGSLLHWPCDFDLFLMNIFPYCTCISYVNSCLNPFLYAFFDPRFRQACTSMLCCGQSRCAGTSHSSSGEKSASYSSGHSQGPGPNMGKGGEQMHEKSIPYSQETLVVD
XBP1 UPR activ: adaptive UPR (XBP1) activation; CHO-XBP1 luciferase reporter, IRE1-XBP1 UPR activation, luminescence; percent of tunicamycin response, DMSO as zero; activation, % at 20 µM; 330,000 tested, 0.33% active; AID 463104;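 active = versus positive control, 20 µM dose yields 30% or more activation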;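 also: 100% = tunicamycin at 10 µg/mL and 0% = DMSO only wells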
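Material: IRE1-XBP1 luciferase reporter CHO line / Quantity: one thousand reporter cells per well / Buffer or medium: F12 with 10% serum / Compound: 20 µM single concentration, DMSO 1% / Times: 6 h treatment, 37 °C / Detection: Steady-Glo luciferase glow luminescence, 10 min after reagent addition / Benchmarks: tunicamycin high, DMSO low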
APJ agonist: agonists of human APJ apelin receptor; P35414; CHO-K1 APJ PathHunter beta-arrestin, luminescence; 0% DMSO wells, 100% apelin; activation, % at 20 µM; 330,000 tested, 0.11% active;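 active = activation more than six SD over the plate average, tested at 20 µM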;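 also: 0% = DMSO alone and 100% = apelin-13 at 10 nM; some results filed as inactive read as strong as hits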
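assay system = CHO-K1 APJ beta-arrestin complementation cell line | input = cell density 1000 per well | dosing = compound 20 µM once, DMSO 1% | timing = compound 90 min 25 °C, reagent 1 h | measured by = luminescence from split beta-galactosidase complementation, Galacton Star/Emerald II substrate | read-out basis = APJ agonist activity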
CHOP UPR activ: activators of apoptotic arm of unfolded protein response (CHOP); CHO-CHOP luciferase reporter, UPR activation, luminescence; percent of tunicamycin response over DMSO baseline; activation, % at 10 µM; 330,000 tested, 0.34% active; AID 449763;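 active = at 10 µM dose, activation of 40% or more, normalized to positive control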;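 also: 100% = tunicamycin at 10 µg/mL and 0% = DMSO alone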
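Dosing – one dose, 10 µM in 0.5% DMSO · System – CHO-CHOP cells, stable luciferase reporter of PERK-eIF2a-CHOP signalling · Input – 500 cells/well · Control set – tunicamycin 10 µg/mL final as positive, DMSO-only wells as negative · Timing – 6 h compound treatment, 37 °C · Measure – % activation vs tunicamycin · Technique – luminescence read with Steady-Glo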
tim23-1 inh: growth inhibitors of tim23-1 mutant yeast. inhibition, % at 20 µM. S. cerevisiae tim23-1 growth, BacTiter-Glo luminescence, 24 h. 330,000 tested, 1.3% active;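 active = growth inhibition of the mutant yeast at or above 50%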;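 also: temperature-sensitive mutant grown at 25 °C; plate controls were DMSO-treated mutant yeast for no effect and medium wells lacking yeast for full effect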
Mdm2 MdmX PPI: human Mdm2/MdmX binding inhibition; O15151+Q00987; SaOS-2 split-luciferase Mdm2/MdmX complementation, luminescence; inhibition, % at 8 µM; 330,000 tested, 3% active; AID 485346;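 active = inhibition of at least 50% at 8 µM in the primary screen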
* = called active by the depositor; nt = no result given.

SMILES | Jurkat NFkB inh | 697 NFkB inh | APJ antag | XBP1 UPR activ | APJ agonist | CHOP UPR activ | tim23-1 inh | Mdm2 MdmX PPI
CCCCSc1nc2c(c(=O)[nH]c(=O)n2C)n1CCc1ccccc1 | -14 | -43 | 3 | 3 | -6 | 0.6 | -13 | 6
Cc1ccc[n+](CC(=O)c2ccc(-c3ccccc3)cc2)c1 | -4 | -11 | -7 | -1 | 1 | 0.2 | -152 | 14
Cc1cccc(-n2ccnc2CN2CCN(C(C)C)C(CCO)C2)c1 (centres undefined) | -2 | 2 | 2 | -3 | -3 | -0.6 | 4 | -8
O=C(COc1ccc(/C=N/NS(=O)(=O)c2ccccc2)cc1)Nc1cccc(Cl)c1 | -21 | 1 | -4 | -1 | -5 | -1.6 | 13 | 9
Cc1ccsc1C(=O)OCC(=O)NC1CCS(=O)(=O)C1 (centres undefined) | 4 | -6 | 1 | 2 | -1 | -0.9 | 8 | 15
O=C(CN1C(=O)NC2(CCCC2)C1=O)NNC(=O)c1ccc(F)cc1 | 4 | 17 | -49 | 0 | -5 | -1.5 | -2 | 9
Cc1nn(CC(=O)NC2CCC(C)CC2)c(=O)c(C#N)c1C (centres undefined) | -20 | -4 | -1 | 5 | 1 | 1.9 | -1 | 7
O=C(c1ccc(Cl)c(S(=O)(=O)N2CCCC2)c1)N1CCN(c2ccccn2)CC1 | 6 | -18 | -13 | 0 | -4 | -1.0 | 8 | -11
CC(C)OCCCNC(=O)CN1C(=O)COc2ccc(S(=O)(=O)N3CCCCCC3)cc21 | -2 | 5 | 1 | -1 | -4 | -0.4 | -2 | -9
C=CCN1CCN(C(=O)CCc2ccccc2)CC1 | -10 | -7 | 1 | -2 | -5 | 1.8 | 3 | 8
COc1ccc(N(C(=O)c2cnccn2)C(C(=O)NC2CCCCC2)c2cc(OC)c(OC)c(OC)c2)cc1 (centres undefined) | 16 | 7 | 19 | 3 | 3 | -0.9 | 1 | -10
Cc1ccccc1NC(=O)CCN1CCc2ccccc2C1 | 10 | 3 | 13 | 0 | -2 | 1.8 | -4 | 9
CN(C)S(=O)(=O)c1ccc(NC(=O)CCCNC(=O)c2ccc(Cl)cc2)cc1 | 15 | 0 | -10 | -2 | -3 | 0.7 | 1 | -15
COc1ccccc1NC(=O)C(CC=C(Cl)Cl)C(C)=O (centres undefined) | -5 | 6 | 6 | -1 | -1 | 1.2 | 5 | 5
CC(C)c1ccccc1OCCNC(=O)c1cccnc1 | 9 | 3 | 2 | -1 | -5 | -0.1 | 6 | 3
COC(=O)c1sccc1NC(=O)C1CCCCC1C(=O)O (centres undefined) | 0 | 1 | 5 | -3 | -2 | -0.6 | 5 | -8
CC(C)(O)c1cc2ccccc2c(=O)o1 | -3 | -16 | 10 | 2 | -3 | -1.0 | 5 | -29
NS(=O)(=O)c1ccc(NC(=O)C(=O)NCCC(=O)O)cc1 | 1 | 12 | -1 | -1 | -4 | 2.8 | -9 | -14
CN(Cc1nccn1C)C(=O)c1ccc2nc(Cc3ccccc3F)oc2c1 | -60 | -67 | 2 | 2 | -3 | 6.2 | 14 | -26
COC(=O)CSc1nc(N)nc(C)c1Cl | -5 | 19 | -19 | 0 | 0 | -1.5 | 13 | 16
CN(C)CC(C)(C)CNC(=O)c1cc(Br)cc(Br)c1O | -5 | 5 | 9 | 0 | -2 | 1.7 | -6 | -8
O=C(c1cnccn1)N(c1ccccc1)C1(C(=O)NC2CCCC2)CCCCC1 | -22 | 6 | 6 | -2 | 6 | -0.1 | 13 | -25
COc1ccccc1OCc1ccc(C(=O)N2CCOCC2)o1 | 0 | -6 | -6 | 2 | 0 | 2.3 | -3 | 4
CC(=O)c1ccc(N(C)C)cc1 | -2 | 9 | -4 | -2 | -3 | 0.6 | -14 | 15
CCOC(=O)Cn1c(-c2ccc(Cl)nc2)nc2ccccc21 | 4 | -5 | 9 | -1 | -6 | -1.6 | 14 | 16

Retrieved by compound from the entries so far:
SMILES | Jurkat NFkB inh | 697 NFkB inh | APJ antag | XBP1 UPR activ | APJ agonist | CHOP UPR activ | tim23-1 inh | Mdm2 MdmX PPI
CC(C)OCCCNC(=O)CN1C(=O)COc2ccc(S(=O)(=O)N3CCCCCC3)cc21 | -2 | 5 | 1 | -1 | -4 | -0.4 | -2 | -9
Cc1ccc[n+](CC(=O)c2ccc(-c3ccccc3)cc2)c1 | -4 | -11 | -7 | -1 | 1 | 0.2 | -152 | 14
O=C(c1cnccn1)N(c1ccccc1)C1(C(=O)NC2CCCC2)CCCCC1 | -22 | 6 | 6 | -2 | 6 | -0.1 | 13 | -25
Cc1cccc(-n2ccnc2CN2CCN(C(C)C)C(CCO)C2)c1 (centres undefined) | -2 | 2 | 2 | -3 | -3 | -0.6 | 4 | -8

Further records follow.
SMILES | Jurkat NFkB inh | 697 NFkB inh | APJ antag | XBP1 UPR activ | APJ agonist | CHOP UPR activ | tim23-1 inh | Mdm2 MdmX PPI
CCOC(=O)/C(=N\Nc1cccc(Cl)c1)Sc1nnc(-c2ccc(OC)cc2)n1C | 12 | -17 | 4 | 0 | 5 | 2.3 | 40 | 10
O=C(c1cccc(NS(=O)(=O)c2ccc(Br)cc2)c1)N1CCN(c2ccccc2O)CC1 | 5 | -9 | 0 | 0 | 12 | -0.6 | 6 | -2
COc1ccc(N2C(=O)CN(Cc3ccc(OC)c(OC)c3)C2=S)cc1 | -20 | 8 | 2 | -2 | -3 | 0.7 | 20 | 2
COc1ccc(NC(=O)c2oc3ccccc3c2NC(=O)C2CC2)c(OC)c1 | 1 | 8 | -12 | 0 | 8 | 1.6 | 0 | 20
CCOCCc1nnc(NC(=O)Cc2ccccc2)s1 | 10 | -16 | -13 | 1 | 5 | 0.3 | 6 | 18
CCSC(=Nc1ccccc1)Nc1ccccc1 | -16 | 1 | 0 | 1 | -2 | -0.2 | 12 | 8
COCCCN(C(=O)CCOc1ccc(C(C)(C)C)cc1)c1c(N)n(Cc2ccccc2)c(=O)[nH]c1=O | 6 | -4 | 18 | 1 | -2 | 1.2 | -3 | 8
O=C(COC(=O)CNC(=O)c1ccc(Cl)cc1)NC1CCCCCC1 | 5 | 5 | 4 | 3 | -2 | -1.6 | 2 | -10
Brc1cccc2sc(N3CCCC3)nc12 | -19 | -26 | -8 | 0 | 0 | 1.1 | 21 | 11
C=CCc1cccc(/C=N/NC(=O)COc2ccc(-n3cnnn3)cc2)c1O | 19 | -8 | 3 | 0 | -1 | 0.2 | -1 | 47
CC(C)=CCN1CCN(C/C(Cl)=C/c2ccccc2)CC1CCO (centres undefined) | 2 | -14 | -3 | -3 | -2 | 1.2 | 3 | -24
C=CCNC(=S)N1CCN(c2ncc3c(=O)c(C(=O)O)cn(CC)c3n2)CC1 | -15 | 2 | -5 | -2 | -3 | -2.1 | 2 | -4
CC1(C)Cc2c(c(N3CCOCC3)nc3sc4c(N5CCOCC5)nnnc4c23)CS1 | -9 | -11 | 15 | 58* | -4 | 5.3 | 7 | 16
O=C(COC(=O)Cc1cccs1)Nc1ccccc1Cl | -2 | 1 | 0 | 0 | -6 | -2.2 | 9 | 16
CCCCOc1ccc(C(=O)OC2CC(C)N(C)CC2C)cc1 (centres undefined) | -6 | -16 | 18 | -2 | 7 | 0.4 | -6 | 27
O=C(O)/C=C/c1ccc2c(-c3ccccc3)onc2c1 | 13 | 1 | 3 | 0 | 3 | 1.7 | 27 | 18
Cc1cc(C)cc(N(CC(=O)N2CC=C(c3ccccc3)CC2)S(=O)(=O)c2c(C)noc2C)c1 | 8 | 22 | 4 | -4 | -1 | -0.7 | 23 | 36
CCC(=O)Nc1cccc(C(=O)Nc2nccs2)c1 | -7 | -6 | 4 | 1 | -2 | 5.6 | -12 | 2
O=C(CCn1c(=O)oc2ccc(Cl)cc21)NCCCN1CCOCC1 | 13 | 10 | 2 | 1 | -3 | -2.2 | -9 | 18
C1=CN2CCC1C(c1ccccc1)C2 (centres undefined) | 1 | 16 | 20 | -3 | -4 | 4.5 | -1 | 33
COc1ccccc1NC(=O)CSc1nnc(Cc2cccn2C)n1-c1ccc(F)cc1 | -5 | -1 | 12 | 2 | -3 | -0.2 | 16 | 29
CCN(CC)S(=O)(=O)c1ccc(NC(=O)C(C)N(c2ccc(OC)cc2)S(C)(=O)=O)cc1 (centres undefined) | 8 | 12 | -2 | -3 | -1 | 1.4 | 7 | 4
COc1cc(OC)c2c(-c3cccc(-c4ccc(NC(C)=O)cc4)c3)cc(=O)oc2c1 | nt | -23 | nt | 30 | nt | 1.3 | 40 | 60*
CCCS(=O)(=O)N1CCN(S(=O)(=O)c2ccccc2[N+](=O)[O-])CC1 | 4 | 19 | 2 | -2 | -4 | -0.1 | -4 | -33
COc1ccc(OC(=O)C2CC(=O)N(c3ccc(C)cc3)C2)cc1 (centres undefined) | -1 | -7 | -7 | -1 | 0 | -1.5 | 18 | 7
SMILES | Jurkat NFkB inh | 697 NFkB inh | APJ antag | XBP1 UPR activ | APJ agonist | CHOP UPR activ | tim23-1 inh | Mdm2 MdmX PPI
CCCC/C(C)=N/NC(=O)C(=O)NCCc1ccccc1 | -8 | 9 | -4 | -2 | -1 | -1.0 | -2 | 20
CC(Oc1ccccc1)C(=O)Nc1nc(-c2ccccn2)cs1 (centres undefined) | 4 | -38 | -3 | -3 | -5 | -1.8 | 35 | 74*
Cc1oc2ccccc2c1CNC(=O)N(C)C | -1 | 0 | -7 | -2 | 2 | -1.4 | -5 | 17
CCOC(=O)C(C)Oc1c(Br)cc(C2NC(=O)NC(C)=C2C(C)=O)cc1OCC (centres undefined) | -3 | -1 | -31 | -3 | 2 | 0.2 | 8 | 1
Cc1cc(SCC(=O)N/N=C/c2ccccc2C(=O)O)c(C)cc1Br | -1 | -13 | 13 | 2 | 0 | 0.3 | 28 | -8
CC1(C)C=C(c2ccc(C=O)s2)CC(C)(C)N1 | -5 | 22 | 3 | -1 | -4 | 1.3 | 2 | 14
COC(=O)c1cccc(NC(=O)CCc2ccccc2)c1 | -19 | 24 | -8 | 3 | -2 | 1.9 | 8 | -13
O=C(OCc1nnc(-c2ccccc2)o1)C1CC(=O)N(Cc2ccco2)C1 (centres undefined) | -22 | 9 | -1 | 2 | -5 | 1.8 | -1 | 12
CSc1cccc(NC(=O)C(C)C)c1 | -18 | -9 | 5 | 0 | -1 | -0.9 | 16 | -5
Cc1ccc(CCP(=O)(O)CN2CCOCC2)cn1 | 4 | -23 | 16 | -2 | 1 | -1.2 | 8 | -11
Cc1ccc(CN2C(=O)/C(=C\c3ccc(C(=O)NCc4cccnc4)cc3)Oc3ccccc32)cc1 | -6 | 29 | 4 | 27 | -4 | 1.9 | 12 | 9
O=C(CCNC(=O)c1ccc(Br)cc1)Nc1ccc(S(=O)(=O)Nc2ncccn2)cc1 | -14 | -14 | 5 | 1 | 7 | 0.1 | -6 | -3
CCCCN(C(=O)COC(=O)c1ccc(C)s1)c1c(N)n(CCC)c(=O)[nH]c1=O | 0 | 14 | 2 | 1 | -1 | -2.2 | -4 | 4
Cc1ccc(OCC(=O)NCc2cccs2)cc1 | -10 | 0 | -1 | 1 | -2 | 0.9 | 15 | -12

Printed as active in Mdm2 MdmX PPI, of those listed so far:
| SMILES | Jurkat NFkB inh | 697 NFkB inh | APJ antag | XBP1 UPR activ | APJ agonist | Mdm2 MdmX PPI |
| --- | --- | --- | --- | --- | --- | --- |
| COc1cc(OC)c2c(-c3cccc(-c4ccc(NC(C)=O)cc4)c3)cc(=O)oc2c1 | nt | -23 | nt | 30 | nt | 60* |
| CC(Oc1ccccc1)C(=O)Nc1nc(-c2ccccn2)cs1 (centres undefined) | 4 | -38 | -3 | -3 | -5 | 74* |

Source: PubChem BioAssay (Sanford-Burnham Center for Chemical Genomics)
